Bioassay records (PubChem BioAssay)
FLuc modulator: inhibits or activates purified firefly luciferase, miR-21 counter-screen; P08659; purified FLuc, Km substrates, luminescence inhibition; Potency, µM (series often up to 57.5 µM), for inactives: at the highest dose activity change, negative = inhibition, hits mostly inhibitors; 360,000 tested, 6.9% active; AID 588342; active means well fitted inhibition curve with a large enough effect; inconclusive means small, poorly fitted or top-dose-only effect;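 further: plate controls were vehicle for no effect and reference inhibitor for full effect; nearly all actives have a fitted effect of over 55% in size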
Target sequence (P08659 whole entry, looked up): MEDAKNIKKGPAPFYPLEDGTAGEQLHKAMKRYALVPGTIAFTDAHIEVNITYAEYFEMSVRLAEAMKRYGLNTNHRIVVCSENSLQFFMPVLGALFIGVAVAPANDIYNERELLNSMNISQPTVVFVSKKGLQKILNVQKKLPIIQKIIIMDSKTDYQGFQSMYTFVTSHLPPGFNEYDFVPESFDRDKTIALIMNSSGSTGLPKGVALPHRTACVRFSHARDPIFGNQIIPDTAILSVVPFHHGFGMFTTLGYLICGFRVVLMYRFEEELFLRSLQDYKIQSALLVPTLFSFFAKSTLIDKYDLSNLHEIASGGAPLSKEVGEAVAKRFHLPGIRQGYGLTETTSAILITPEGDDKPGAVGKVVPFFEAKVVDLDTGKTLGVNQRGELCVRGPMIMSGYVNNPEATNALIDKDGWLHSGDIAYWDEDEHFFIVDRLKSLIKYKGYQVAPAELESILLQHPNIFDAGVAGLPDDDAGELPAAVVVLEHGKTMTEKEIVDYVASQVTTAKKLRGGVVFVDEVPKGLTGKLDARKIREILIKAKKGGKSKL
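Purified P. pyralis luciferase, 10 nM final, with Km-level 10 uM D-luciferin and 10 uM ATP in 50 mM Tris acetate pH 7.5, 10 mM Mg acetate, 0.01% Tween-20, 0.05% BSA; 6-point qHTS titration about 60 µM downward; luminescence read.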
The depositor's hits bear a star; ? = inconclusive. Potency means the concentration at half of the fitted maximal effect.

compound | FLuc modulator
CC(C)CCNC(=O)C1CCN(C(=O)c2cc3sccc3n2Cc2ccc(Cl)cc2)CC1 | 5%
Cc1ccc(NC(=O)c2ccc3nc(Cc4ccccc4)oc3c2)cc1F | 3%
O=C(Cn1c(=O)n(Cc2ccc3c(c2)OCO3)c(=O)c2oc3ccccc3c21)Nc1ccccc1 | 0%
Cc1nn2cc(-c3ccc(OC(C)C)cc3)nc2s1 | 1.3µM*
CCOCCCN1C(=O)CN(C2CCCCCC2)C(=O)C1c1ccc(OC(C)C)c(OC)c1 (stereo unspecified) | -2%
CCOC(=O)c1c(-c2ccccc2)oc2ccc(NS(=O)(=O)c3ccc(C)cc3)cc12 | -13%
Cc1cccc(S(=O)(=O)c2cn(Cc3ccccc3)c3cc(N4CCCCC4)c(F)cc3c2=O)c1 | -1%
Fc1ccccc1CNCCCSc1nnnn1-c1ccccc1 | 5%
CCOc1ccc(CCNS(=O)(=O)c2c(C)nc3sc(C)cn3c2=O)cc1OCC | 0%
Clc1ccc(CN2CCc3nc(Nc4ccc5c(c4)OCCO5)ncc3C2)cc1 | -20%
O=C(NCCCN1CCN(c2cccc(Cl)c2)CC1)c1nnc(Cc2ccc(F)cc2Cl)o1 | -10%
CCOc1ccc(CNC(=O)C(C)n2ncn3cccc3c2=O)cc1 (stereo unspecified) | ?
Cc1cccc(NC(=O)Cn2cc(S(=O)(=O)Cc3ccccc3Cl)c3ccccc32)c1 | -17%
O=C(Cc1ccc(Cl)cc1)NCCc1csc2nc(-c3ccccc3F)nn12 | -3%
CC1CCc2c(sc3nnn(CCCCOc4ccc(Cl)cc4)c(=O)c23)C1 (stereo unspecified) | 4%
COc1ccc(CCNC(=O)c2ccc(CSCc3ccc(C)cc3)o2)cc1OC | -13%
COc1ccc(S(=O)(=O)N(Cc2nc(-c3ccc(C)cc3)no2)C2CCCCC2)cc1 | -3%
CC(C)Oc1ccc(CNC(=O)c2cc3ccccn3n2)cc1 | ?
COc1cccc(CNC(=O)c2ccc(-c3nc(CS(=O)c4ccccc4)c(C)o3)cc2)c1 (stereo unspecified) | -16%
COc1ccc(C(CC(=O)Nc2ccc(OC)c(OC)c2)N2Cc3ccccc3C2=O)cc1 (stereo unspecified) | 4%
Cc1ccccc1OCC(=O)Nc1ccccc1OCc1cc(=O)n2ccccc2n1 | 11µM*
CCCNC(=O)CCCN1C(=O)CCn2nc(-c3cccn3C)cc21 | -1%
O=S(=O)(c1ccc(Cl)cc1)c1nnn2c1nc(N1CCCCC1)c1sccc12 | -6%
COc1ccc(-c2nc(-c3cc4cc(Br)ccc4oc3=O)cs2)cc1 | 0%
COc1ccc(NC(=O)CSc2nc3nc(C)c(Cc4ccc(C)cc4)c(C)n3n2)cc1OC | -4%
Cc1ccc(OCC(=O)Nc2nc(-c3ccc(Br)cc3)ns2)cc1 | ?
CCCCC(=O)Nc1nnc(S(=O)(=O)N(C)Cc2ccccc2)s1 | -3%
CCCCN(CC)C(=O)c1nn(-c2ccc(OC)cc2)c(=O)c2c1c1ccccc1n2C | 5%
CCOC(=O)c1c(-c2ccccc2)oc2ccc(N(C(C)=O)S(=O)(=O)c3ccc(CC)cc3)cc12 | 5%
COc1cc(OC)c(NC(=O)C2CCN(C(=O)c3sc4nc[nH]c(=O)c4c3C)CC2)cc1Cl | -8%
COc1ccc(CNC(=O)CCCN2C(=O)COc3ccc(C)cc32)cc1 | -11%
Cc1ccccc1NC(=O)c1ccc(F)c(S(=O)(=O)N2CCc3ccccc3C2)c1 | -5%
CCc1ccc(S(=O)(=O)Nc2cc3c(C(=O)OCc4ccccc4)c(C)oc3c3ccccc23)cc1 | -1%
Cc1ccc(C(=O)COC(=O)c2cc(-c3ccccc3)nc3ccccc23)cc1C | -20%
O=C(Nc1cc(Cl)cc(Cl)c1)c1ccc(F)c(S(=O)(=O)NC2CCCCC2)c1 | 2%
COc1ccc(C(=O)Nc2ccc(-n3nncc3-c3ccc(OC)c(OC)c3)cc2)cc1 | -17%
CCOc1ccc(/C=C/c2nc3ccccc3n2S(=O)(=O)c2cccc(Cl)c2)cc1 | 0.95µM*
CC(C)Oc1ccc(C(=O)N2CCC(c3nc4ccccc4o3)CC2)cc1 | 5%
CCCCn1cc(S(=O)(=O)c2cc(C)ccc2C)c(=O)c2cc(F)c(F)cc21 | -2%
CSc1ccc(/C=C/c2nc3ccccc3n2S(=O)(=O)c2ccc(F)c(C)c2)cc1 | 0.27µM*
Cc1ccc(N2CC(NC(=O)c3ccc(S(=O)(=O)N4CCOCC4)cc3)CC2=O)cc1 (stereo unspecified) | 3%
COc1ccc(-c2cn3c(n2)sc2cc(C(=O)NCCCN4CCCCC4)ccc23)cc1 | -14%
Cc1ccc(S(=O)(=O)NCCc2nnc3ccc(SCC(=O)Nc4ccc(F)cc4F)nn23)cc1 | 0%
CCOc1ccc(OCC)c(NC(=O)c2cnc3c(-c4ccccc4)c(C)nn3c2C)c1 | -1%
COc1ccc(CCC(=O)NC2CC(=O)N(c3ccc(F)cc3)C2)cc1 (stereo unspecified) | -6%
COc1ccc(Cl)cc1NC(=O)CSC1=Nc2ccccc2C2=NC(CCC(=O)NCc3ccc(F)cc3)C(=O)N12 (stereo unspecified) | 4%
Cc1ccc(-n2nc3ccc(NC(=O)c4cc5ccccc5o4)cc3n2)cc1 | -5%
NS(=O)(=O)c1ccc(NC(=O)C(=O)Nc2ccc3nc4n(c(=O)c3c2)CCCCC4)cc1 | 1%
COc1ccc(-c2c(C)nn3c(C(F)(F)F)cc(-c4ccccc4)nc23)cc1 | -4%
Cc1ccccc1CNC(=O)C(C)n1nc(C)n2c(cc3occc32)c1=O (stereo unspecified) | -9%
CC(C)NC(=O)C1CCC(Cn2c(=O)c3sccc3n(CC(=O)N3CCCC3)c2=O)CC1 (stereo unspecified) | 3%
O=C(Cn1cnc2c(nc3n2CCCCC3)c1=O)Nc1ccc(F)cc1 | -2%
COc1ccc(-c2csc3ncnc(Nc4ccc(OC)c(OC)c4)c23)cc1 | 3%
CC(C)c1ccc(S(=O)(=O)c2nnn3c2nc(NC2CCCC2)c2sccc23)cc1 | -1%
Cc1ccc(OCC(=O)Nc2cccc3ccc(C)nc23)c(C)c1 | 0%
CC1CCN(c2oc(-c3cccs3)nc2S(=O)(=O)c2ccccc2)CC1 | -13%

Continuation.
compound | FLuc modulator
COC(=O)c1c(NC(=O)CCCOc2ccc(C)cc2)sc2c1CCCC2 | -14%
Cc1ccc(CN(C(=O)COc2ccc(F)cc2)C2CCS(=O)(=O)C2)o1 (stereo unspecified) | -2%
CCN(c1ccccc1C)S(=O)(=O)c1ccc(N2CCCCS2(=O)=O)cc1 | -10%
Cc1nc(SCC(=O)Nc2ccccc2F)[nH]c(=O)c1Cc1ccccc1 | 5%
Cc1cc(NC(=O)c2ccco2)cc(-c2nc3cc(Cl)ccc3o2)c1O | -3%
O=C(Cc1csc2nc(-c3ccc(F)cc3)cn12)NCc1ccccc1 | 4%
Cc1ccc(C(=O)Nc2cc3c(cc2N2CCCC2)n(C)c(=O)c(=O)n3C)cc1 | 4%
CCN(CC)CCNC(=O)Cn1ncc2c3ccccc3n(Cc3ccc(Cl)cc3)c2c1=O | -1%
CCC(C)NC(=O)c1nn(-c2ccc(C)cc2)c(=O)n(C)c1=O (stereo unspecified) | -3%
CCn1c2ccccc2c2cc(NC(=O)COc3ccc(C)c(C)c3)ccc21 | 3%
CN(C)c1ccc(C(CNC(=O)COc2ccccc2)N2CCOCC2)cc1 (stereo unspecified) | 6%
CCc1nc(SC)ncc1C(=O)N1CCN(c2cc(Cl)ccc2C)CC1 | 6%
CC1CCCCN1CCCNC(=O)c1ccc2c(c1)sc1nc(-c3ccc(F)cc3)cn12 (stereo unspecified) | -6%
Cc1nn(C(=O)c2ccccc2)c(C)c1Sc1ccc(Cl)cc1 | -6%
CCCc1nccn1S(=O)(=O)c1cc(Br)ccc1OC | 1%
CC(C)C(=O)N1c2ncnn2C2(CCCCC2)[C@@H]2CCCC[C@@H]21 | -10%
N#Cc1cc2c(=O)n3ccccc3nc2n(-c2nnc(SCc3ccccc3Cl)s2)c1=O | -1%
COc1ccc(C(=O)NCCSc2c(C)[nH]c3ccccc23)cc1 | -15%
COc1ccc(-c2onc(C)c2C)cc1S(=O)(=O)N1CCc2ccccc21 | -6%
O=S(=O)(NCCc1csc2nc(-c3ccc(F)cc3)nn12)c1ccc2c(c1)OCCO2 | -16%
Cc1cc(-c2ccc(C)c(S(=O)(=O)N3CCCC(C)C3)c2)on1 (stereo unspecified) | 5%
COc1ccccc1CCNC(=O)C(=O)NCC(c1ccc2c(c1)OCO2)N1CCOCC1 (stereo unspecified) | -1%
COc1cccc(C(=O)Nc2cccc(-c3nc4ncccn4c3C)c2)c1 | ?
COc1cccc(CNC(=O)c2nn(-c3ccc(C)cc3)c(=O)c3c2c2ccccc2n3C)c1 | 2%
CCCOc1ccc(-c2cccc(NS(=O)(=O)c3cccs3)c2)nn1 | ?
Cc1cc2n(n1)CCCN2C(=O)Nc1ccc(F)c(Cl)c1 | 2%
COc1ccc(/C=C(\C#N)c2nc(-c3ccc(Cl)c(Cl)c3)cs2)cc1OC | -4%
COc1cc(NC(=O)c2noc3c2CSc2ccccc2-3)cc(OC)c1OC | 3%
O=C1C(=O)N(C2CCN(C(=O)c3ccc(Cl)cc3)CC2)CCN1Cc1ccc(F)cc1 | 4%
Cc1cc(F)ccc1S(=O)(=O)Nc1ccc2c(c1)CCCN2C(=O)c1cccs1 | ?
CCCNC(=O)C1CCC(Cn2c(=O)c3sccc3n(CC(=O)N3CCCC(C)C3)c2=O)CC1 (stereo unspecified) | 3%
Cn1c(=O)c2c(SCC(=O)NCC3CCCO3)nc(-c3ccccc3F)nc2n(C)c1=O (stereo unspecified) | 4%
COc1ccc(C2=NC(c3ccncc3)=Nc3ccc(Br)cc3N2)cc1 | -16%
Cn1c(=O)c2nc(SCC(=O)Nc3ccc(OC(F)(F)F)cc3)n(C)c2n(C)c1=O | 4%
O=C(Cn1c(=O)c2cccn2c2cccnc21)NCc1ccccc1F | -2%
COc1ccccc1CNC(=O)c1ccc(CN2CC(=O)N3CCCCC3C2=O)cc1 (stereo unspecified) | -7%
NC(=O)C1CCN(S(=O)(=O)c2ccc(N3CCCCS3(=O)=O)cc2)CC1 | 0%
Cc1ccc(NC(=O)CN2C(=O)COc3ccc(S(=O)(=O)N4CCOCC4)cc32)c(Cl)c1 | -2%
CCOc1ccc2c(c1)sc1nc(=O)n(-c3ccc(Cl)c(Cl)c3)c(=O)n12 | -2%
COC(=O)c1cc2c(cc1NC(=O)c1cnn(-c3ccc(C)cc3)c1-n1cccc1)OCO2 | -2%
CCc1nc2ccc(C(=O)NCc3ccc(OC)c(OC)c3)cc2nc1CC | 7%
COc1ccc(S(=O)(=O)Nc2cc3c(cc2NCc2ccccc2)n(C)c(=O)n3C)cc1 | 24µM*
Cn1c(=O)c2ccccc2n2c(CCC(=O)N3CCN(c4cccc(Cl)c4)CC3)nnc12 | 7%
Cc1oc2c(c(C)cc3oc(=O)c(CC(=O)NCc4ccc(F)cc4)c(C)c32)c1C | 2%
COc1ccc(OC)c(NS(=O)(=O)c2ccc(-c3cc(C)no3)s2)c1 | ?
Cc1ccc(NC(=O)Cn2c(=O)nc(-c3ccccc3)c3ccccc32)cc1F | 2%
Cc1nn(CC(=O)NCc2ccc(N(C)C)cc2)c(=O)c2nn(-c3ccccc3)c(C)c12 | -1%
O=C(Nc1ccc(Oc2ccccc2)cc1)C1CCN(S(=O)(=O)c2ccccc2)CC1 | -3%

Rewritten as labelled records: entries from further up
Cn1c(=O)c2ccccc2n2c(CCC(=O)N3CCN(c4cccc(Cl)c4)CC3)nnc12
- FLuc modulator: 7%

Cc1oc2c(c(C)cc3oc(=O)c(CC(=O)NCc4ccc(F)cc4)c(C)c32)c1C
- FLuc modulator: 2%

COc1ccc(OC)c(NS(=O)(=O)c2ccc(-c3cc(C)no3)s2)c1
- FLuc modulator: ?

Cc1ccc(NC(=O)Cn2c(=O)nc(-c3ccccc3)c3ccccc32)cc1F
- FLuc modulator: 2%

The list goes on.
compound | FLuc modulator
O=C(NCc1cccc(F)c1)c1ccc2nc(N3CCCCC3)sc2c1 | -14%
COc1ccc(CCNC(=O)C(=O)Nc2ccc(C)c(C)c2)cc1OC | 1%
COc1ccc(NC(=O)c2c(N)c(C(=O)c3ccc(OC)cc3)n3ccccc23)cc1 | -5%
CCN(C(=O)Cn1c(SCC(=O)Nc2ccc(OC)cc2)nc2ccccc21)c1cccc(C)c1 | 1%
CC1CCCN(C(=O)Cn2ncc3c([nH]c4ccccc43)c2=O)C1 (stereo unspecified) | 5%
COc1ccc(-c2cc(C(=O)OCC(=O)c3cccc(OC)c3)c3cccc(Cl)c3n2)cc1 | 4%
COc1ccc(N(C)S(=O)(=O)c2ccc3c(c2)CCN3C(=O)CCC(=O)O)cc1 | -17%
Cc1ccc(C)c(Nc2cc(C(=O)NC3CCCCC3)c3ccccc3n2)c1 | -4%
COc1ccc(-c2cn3nc(SCC(=O)Nc4ccc(C)c(Cl)c4)ccc3n2)cc1 | 2.7µM*

The list is partial; the hit share may differ from the screen's.
